SIAE primary = blocks human sialic acid acetylesterase | Q9HAT2 | SIAE FP-Rh probe binding, fluorescence polarization | inhibition, % at 9.66 µM | 370,000 compounds, 0.69% hits;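 active means inhibition above a cutoff: mean of compounds within the control limits plus 3 SD of those, cut at about 17% in these data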;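 further: 0% = plate median of compound wells and 100% = probe without SIAE protein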
PRMT1 FP inh = PRMT1 (human) inhibition, primary screen; recombinant PRMT1, activity-based probe fluorescence polarization; inhibition, % at 2.79 µM; 370,000 compounds, 1.3% hits; AID 652257;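 active means inhibition above about 21% made by adding two undisclosed values, limit read from the data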
TCR CD3 inh = inhibitors of human TCR-CD3 interaction; TAMRA-labeled TCR probe fluorescence, biochemical; inhibition, % at 9.4 µM; 360,000 compounds, 0.37% hits; AID 651800; in the data active means inhibition above about 19%;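 further: recombinant mutant TCR 2C K166C tagged with TAMRA read by polarization; 0% = receptor in buffer alone and 100% = receptor with positive control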
NPR2 activator = GC-B (human) receptor activation; HEK293-GC-B cells, CNP EC30, cGMP TR-FRET; 0% at EC30 CNP, 100% saturating CNP; activation, % at 10 µM; AID 1920062; 370,000 compounds, 0.11% hits; P20594;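 active means activation at 10 µM reaching about 35% in either raw or pattern-adjusted values, limit read from the data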
rCAG RNA binder = molecules binding r(CAG) RNA repeats. 370,000 compounds, 1.3% hits. inhibition, % at 3 µM. AID 651821. r(CAG) RNA repeat, TO-PRO-1 dye displacement fluorescence;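 active means inhibition above the plate cutoff, the mean of all test compounds on that plate plus 3 SD, cut at about 35% in these data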;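 further: 0% = DMSO alone and 100% = 100 µM mitoxantrone as full dye displacement; higher means more dye released from RNA so lower well fluorescence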
MBD2 DNA inh = MBD2-methylated oligo binding inhibition; TR-FRET, MBD2 binding to methylated oligonucleotide; inhibition, % at 4.4 µM; 370,000 compounds, 0.31% hits; in the data active means inhibition above about 13%
HTRA1 inh = blocks human HTRA1 serine peptidase. inhibition, % at 5.96 µM. Q92743. 340,000 compounds, 0.5% hits. recombinant HTRA1, FP-rhodamine activity-based probe, fluorescence polarization. AID 504803; in the data active means inhibition above about 36%;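 further: 0% = enzyme with DMSO and 100% = wells lacking enzyme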
NPR1 activator = GC-A (human) enzyme activation; P16066; HEK293 GC-A cells, cGMP TR-FRET, EC30 ANP; 0% at EC30 ANP, 100% saturating ANP; activation, % at 10 µM; 370,000 compounds, 0.14% hits; in the data active means activation above about 40%
Target sequence (P16066 whole entry, looked up): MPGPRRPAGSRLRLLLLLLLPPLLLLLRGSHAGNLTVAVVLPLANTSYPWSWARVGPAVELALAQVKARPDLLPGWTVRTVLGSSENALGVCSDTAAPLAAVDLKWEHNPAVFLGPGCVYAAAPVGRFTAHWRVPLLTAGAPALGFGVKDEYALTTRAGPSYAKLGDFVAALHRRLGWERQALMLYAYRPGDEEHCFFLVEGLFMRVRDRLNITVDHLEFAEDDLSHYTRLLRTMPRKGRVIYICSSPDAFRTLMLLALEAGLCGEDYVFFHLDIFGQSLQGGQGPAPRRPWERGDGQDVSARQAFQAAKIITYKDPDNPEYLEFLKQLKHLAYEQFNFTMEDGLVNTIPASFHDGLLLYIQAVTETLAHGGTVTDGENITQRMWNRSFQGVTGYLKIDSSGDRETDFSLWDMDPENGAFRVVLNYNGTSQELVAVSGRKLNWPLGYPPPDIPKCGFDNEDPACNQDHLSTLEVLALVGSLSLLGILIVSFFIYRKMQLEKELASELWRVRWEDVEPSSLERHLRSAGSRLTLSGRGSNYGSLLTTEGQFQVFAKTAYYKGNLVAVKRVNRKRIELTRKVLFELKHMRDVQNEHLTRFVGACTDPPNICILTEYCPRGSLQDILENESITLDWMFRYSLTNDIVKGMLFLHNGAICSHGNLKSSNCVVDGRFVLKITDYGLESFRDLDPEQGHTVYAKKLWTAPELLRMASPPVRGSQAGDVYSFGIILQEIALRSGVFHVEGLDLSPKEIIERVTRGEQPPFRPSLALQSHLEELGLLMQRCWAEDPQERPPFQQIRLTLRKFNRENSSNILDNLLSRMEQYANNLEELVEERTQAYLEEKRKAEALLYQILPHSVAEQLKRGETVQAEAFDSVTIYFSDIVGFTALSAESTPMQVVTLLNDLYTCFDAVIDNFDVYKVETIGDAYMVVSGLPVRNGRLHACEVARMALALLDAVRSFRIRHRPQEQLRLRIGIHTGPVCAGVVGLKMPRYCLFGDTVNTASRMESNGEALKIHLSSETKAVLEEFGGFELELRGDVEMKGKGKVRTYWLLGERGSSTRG
mABHD4 FP = inhibitors of mouse ABHD4; Q8VD66; purified mABHD4, FP-Rh probe fluorescence polarization; inhibition, % at 8.92 µM; 370,000 compounds, 0.54% hits;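 active means inhibition exceeding the mean over every tested compound plus 3 SD, cut at about 30% in these data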;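 further: 0% = plate median of compound wells and 100% = S159A mutant with DMSO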
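Test system: mouse ABHD4 enzyme, wild type. Reagent: FP-Rh fluorescent activity-based probe, added after compound pre-incubation. Timing: pre-incubation 45 min, probe exposure 60 min, at 25 °C. Technique: FP readout, ex 525 nm / em 598 nm. Benchmarks: high control S159A mutant with DMSO, low control median of compound wells.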
UHRF1 binding = human UHRF1 methylated DNA binding inhibitors; Q96T88; UHRF1 binding to methylated oligo, TR-FRET; inhibition, % at 4.4 µM; 370,000 compounds, 0.75% hits; AID 687016; in the data active means inhibition above about 21%;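 further: UHRF1 SRA domain binding a hemimethylated CpG hairpin DNA probe; 0% = median of test compound wells and 100% = reference inhibitor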
Numbers without * were called inactive; x = no result given.

SMILES	SIAE primary	PRMT1 FP inh	TCR CD3 inh	NPR2 activator	rCAG RNA binder	MBD2 DNA inh	HTRA1 inh	NPR1 activator	mABHD4 FP	UHRF1 binding
COc1cc(OC)c(OC)cc1CN1CCN(S(=O)(=O)c2ccc(F)cc2)CC1	10	-1	0	-2	-4	-5	6	-3	11	-1
CCOc1ccc(N(CC(=O)NCCc2ccc(C)cc2)S(=O)(=O)c2c(C)noc2C)cc1	0	0	-13	-1	-4	6	-5	-1	-4	3
COc1cc(/C=C/C(=O)OCC(=O)c2c(N)n(C)c(=O)n(C)c2=O)ccc1OC(F)F	5	-2	0	-11	0	-1	0	2	-6	-1
CC(C)C(OC(=O)c1nsc(Cl)c1Cl)C(=O)NC1CCCCC1 (stereo unspecified)	3	0	6	2	0	4	-6	-1	2	-2
CCC(=O)Nc1cccc(-c2ccc(N3CCCCC3)nn2)c1	14	-5	0	-5	-5	-1	5	4	-11	-5
CN1CCN(C2CCCCCC2)CC1	4	2	-5	0	2	-9	4	2	-2	1
CC1=NN(Cc2c(C)nn(Cc3ccccc3)c2C)C(C)(C)C1	-3	-1	4	3	-9	0	6	-1	5	1
COc1ccc(NC(=O)c2cccc3c(Br)cccc23)cc1	-6	-1	-4	-2	4	-7	0	5	0	-1
CCN(CC)CCNC(=O)c1ccc(NC(=O)c2ccc(Cl)c(S(=O)(=O)N3CCCCCC3)c2)cc1	-14	-1	-1	8	5	2	-21	-5	-9	-1
COc1ccc(-n2cc(-c3ccccc3)c3c(=O)[nH]cnc32)cc1	-5	-2	6	-6	0	1	-26	1	3	4
CC[C@@H](CCC1CCCCC1)CN(c1ccccc1)S(C)(=O)=O	2	0	x	-8	1	-6	x	-1	-2	0
C[C@@H]1CN([C@@H](C)CO)C(=O)c2cc(NS(=O)(=O)c3ccc(F)cc3)ccc2O[C@@H](C)CCCCO[C@H]1CN(C)C(=O)NC1CCCCC1	-2	-3	3	3	9	-1	-7	4	3	1
O=C(COc1ccccc1)Nc1ccc2c(c1)nc1n2CCSC1	-4	8	1	2	6	-4	-2	5	0	-1
CC(=O)NC(c1cccs1)c1cc([N+](=O)[O-])c2cccnc2c1O (stereo unspecified)	5	4	-6	9	18	-18	30	-1	21	-11
COc1ccccc1OCCCOc1cccc(/C=C2\SC(=O)NC2=O)c1	-47	2	-1	0	78*	0	-85	1	-76	-1
CCC(=O)Nc1cccc(C(=O)c2ccccc2)c1	0	-1	-9	-3	3	0	5	0	-2	4
O=C(COC(=O)c1ccc(O)cc1O)Nc1ccc2ccccc2c1	-28	5	-2	-3	10	4	-27	-2	-19	-1
CCN(C(=O)COC(=O)CNC(=O)c1cccs1)c1c(N)n(Cc2ccccc2)c(=O)[nH]c1=O	1	2	-3	3	0	-1	-6	0	-1	0
O=C(CSc1nc(-c2ccco2)cc(C(F)(F)F)n1)NC1CCCC1	5	-2	7	0	3	1	-3	-2	8	2
Cc1oc(-c2ccccc2Cl)nc1CN(C)C(C)c1ccon1 (stereo unspecified)	1	4	-3	-1	2	-6	3	1	-1	3
CC(NC(=O)CCSCCC(=O)NC(C)c1ccccc1)c1ccccc1 (stereo unspecified)	3	1	7	7	-3	-5	-2	4	2	-2
CC1C(=O)N(Cc2ccccc2F)c2ccccc2N1C(=O)c1c(F)cccc1F (stereo unspecified)	3	-6	0	2	-7	1	-10	-7	-13	-4
CCC(C)NC(=O)CN(C)S(=O)(=O)c1ccc2c(c1)c(=O)n(C)c(=O)n2C (stereo unspecified)	-1	2	-6	5	1	-4	3	-2	-1	5
Cc1cccc2nc(Cn3c(=O)n(CCC(=O)NCc4ccco4)c(=O)c4ccccc43)cc(=O)n12	2	-1	5	5	-1	3	1	-5	-4	-3
Cc1nnc(-c2ccccc2)o1	1	-5	1	2	6	-5	0	3	-1	-1
New compounds follow.
SMILES	SIAE primary	PRMT1 FP inh	TCR CD3 inh	NPR2 activator	rCAG RNA binder	MBD2 DNA inh	HTRA1 inh	NPR1 activator	mABHD4 FP	UHRF1 binding
O=C(CSc1nc(-c2cccs2)nc2ccccc12)NC1CCS(=O)(=O)C1 (stereo unspecified)	-11	-2	0	-6	0	2	7	-1	-1	4
Cc1nc2ccccn2c1-c1ccnn1S(=O)(=O)c1ccc(F)cc1	-5	-2	5	12	2	-5	-11	9	-10	-4
NNC(=O)CC1NCCN(Cc2ccccc2)C1=O (stereo unspecified)	8	-3	-3	-3	-1	-6	-4	2	3	-2
Cc1ccc(S(=O)(=O)NCc2ccncc2)cc1	3	0	4	-1	1	0	0	6	-1	3
CCOC(=O)c1ccc(-c2ccc3[nH]c4ccccc4c(=O)c3c2)cc1F	-9	1	4	-1	3	-3	-12	1	3	-2
Cc1ccc(NC(=O)CSC2=NCCN2)cc1	0	32*	-10	1	-1	5	5	1	6	3
COc1ccc(/C=C(/NC(=O)c2ccc([N+](=O)[O-])cc2)C(=O)NC(C)(C)C)cc1	2	-2	0	3	0	6	3	-2	4	6
O=C(NCCC1=CCCCC1)NC1CCCCC1	2	-3	-1	5	-2	0	1	0	3	2
O=C(NNC(=S)NCCc1ccccc1)c1ccc(Br)s1	5	7	-6	3	54*	0	-1	5	3	0
S=C(SSC(=S)N1CCOCC1)N1CCOCC1	2	17	-7	12	3	-2	x	20	-1	4
CC(=O)c1cccc(Nc2nc(-c3sc(C)nc3C)cs2)c1	4	7	-3	11	6	4	-8	12	14	1
c1ccc(N2CCOCCOCCOCCOCC2)cc1	6	0	3	-3	0	-4	10	-6	3	2
CCOc1ccccc1Nc1nnc(SCC(=O)N2CCCC2)s1	12	-4	0	0	-2	3	-4	1	-2	-3
COc1ccc2c(c1)C(CC(C)=O)N(c1ccc(-c3cccnc3)cc1)C(c1ccsc1)=C2 (stereo unspecified)	8	-1	4	0	9	-5	x	-1	10	0
CCOc1ccccc1N(C(=O)CNC(=O)c1ccco1)C(C(=O)NC(C)(C)C)c1ccncc1 (stereo unspecified)	2	-1	2	-6	22	2	5	-6	8	-3
CCCCN(C)CCCNC(=O)CN1N=C(c2ccc(Cl)cc2)CCC1=O	-5	-1	6	-3	-8	4	11	-4	4	-2
NC(=O)CC(NC(=O)Cc1cccc2ccccc12)c1ccc(NC2CCCCCCC2)c([N+](=O)[O-])c1 (stereo unspecified)	-9	0	2	5	8	-5	0	-1	0	-1
CC1Nc2ccc(C(=O)NC3CCCCC3)cc2NC1=O (stereo unspecified)	-1	0	-3	-2	1	-3	-10	-1	0	-3
O=C(Cc1ccc(F)cc1)OCC(=O)N1CCN(S(=O)(=O)c2ccc(Cl)cc2)CC1	2	2	-8	-2	-3	5	1	2	-12	9
CCOC(=O)CC1(C)c2nc(NC(C)=O)sc2Cc2sc(NC(C)=O)nc21	-3	2	7	-1	1	-7	x	2	-3	-1
CC1(C)CC(=O)c2c(noc2-c2ccccc2)C1	-2	-3	-1	0	-1	-5	6	1	-6	2
COc1ccc(Cl)cc1S(=O)(=O)NCc1nc2nc(C)cc(C)n2n1	0	2	2	3	1	-2	-1	1	-2	1
NC(=O)CC(NC(=O)c1ccccc1)c1ccc(NCCc2ccc(F)cc2)c([N+](=O)[O-])c1 (stereo unspecified)	0	2	1	2	16	-4	-6	-1	11	1
O=C(CNC(=O)c1n[nH]c2ccccc12)Nc1cc(Cl)ccc1Cl	-1	-3	-2	-4	3	-3	-7	3	-2	-1
Cc1nc(-c2ccc(NS(C)(=O)=O)cc2)cs1	-2	4	-4	4	8	10	-1	5	-20	6

Ordered by length of the SMILES (rising): some entries from above
SMILES	SIAE primary	PRMT1 FP inh	TCR CD3 inh	NPR2 activator	rCAG RNA binder	MBD2 DNA inh	HTRA1 inh	NPR1 activator	mABHD4 FP	UHRF1 binding
CC1(C)CC(=O)c2c(noc2-c2ccccc2)C1	-2	-3	-1	0	-1	-5	6	1	-6	2
CCOc1ccccc1Nc1nnc(SCC(=O)N2CCCC2)s1	12	-4	0	0	-2	3	-4	1	-2	-3
Cc1nc2ccccn2c1-c1ccnn1S(=O)(=O)c1ccc(F)cc1	-5	-2	5	12	2	-5	-11	9	-10	-4
CCOC(=O)CC1(C)c2nc(NC(C)=O)sc2Cc2sc(NC(C)=O)nc21	-3	2	7	-1	1	-7	x	2	-3	-1
CCOc1ccccc1N(C(=O)CNC(=O)c1ccco1)C(C(=O)NC(C)(C)C)c1ccncc1 (stereo unspecified)	2	-1	2	-6	22	2	5	-6	8	-3
NC(=O)CC(NC(=O)Cc1cccc2ccccc12)c1ccc(NC2CCCCCCC2)c([N+](=O)[O-])c1 (stereo unspecified)	-9	0	2	5	8	-5	0	-1	0	-1

(next part)
SMILES	SIAE primary	PRMT1 FP inh	TCR CD3 inh	NPR2 activator	rCAG RNA binder	MBD2 DNA inh	HTRA1 inh	NPR1 activator	mABHD4 FP	UHRF1 binding
Cc1ccc(NC(=O)c2cc(N3C(=O)C4CC=CCC4C3=O)ccc2N2CCCCC2)cc1 (stereo unspecified)	2	-1	3	9	-1	-1	-1	12	-4	-1
Cc1cccc(N2CCN(Cc3oc(CO)cc(=O)c3O)CC2)c1C	-2	1	7	-3	1	0	4	2	8	-2
Cc1cc(C)cc(NC(=O)CN2CCN(C(=O)C3CCCO3)CC2)c1 (stereo unspecified)	-3	-2	-1	2	-7	3	1	-1	8	2
CC(C)(C)C(CCl)C(=O)NN=C(c1ccccc1)c1ccccc1 (stereo unspecified)	4	1	-1	3	3	2	1	1	5	-2
COc1ccc(/C=C(/NC(=O)c2ccccc2)C(=O)NCC2CCCO2)cc1 (stereo unspecified)	3	2	-6	-8	-1	0	1	-5	-2	1
COCCCN(C(=O)CC1OC(=O)c2ccccc21)c1c(N)n(Cc2ccccc2)c(=O)[nH]c1=O (stereo unspecified)	-4	-1	8	7	-4	1	0	4	4	2
O=C1C=C(c2ccc(Oc3ccccc3)cc2)C[C@@H](c2ccc(F)cc2)C1	-8	4	-11	5	4	4	-39	4	-4	5
O=C(Cc1ccccc1)NCC(=O)OCC(=O)c1ccccc1Cl	-8	7	-5	0	0	7	-2	-3	-4	2
OC(COc1ccc(Br)cc1)CN1CCC(Cc2ccccc2)CC1 (stereo unspecified)	-8	1	9	-3	-5	0	-5	1	6	0
CCOc1ccc(/C=N/n2c(SC)nnc2-c2ccccc2)cc1OCC	-2	1	7	10	0	0	-17	14	5	2
Cc1nn(-c2ccc(F)cc2)c(C)c1NS(=O)(=O)c1ccc(Cl)cc1	1	-2	-4	-2	4	-2	-6	-5	-16	3
O=C1CCC([N+](=O)[O-])C(c2ccccc2F)N1 (stereo unspecified)	-2	-4	-3	-4	-2	-1	-1	2	1	-2
COc1ccc(NC(=O)Cn2c(=O)n(CC3CCCO3)c(=O)c3cc(OC)c(OC)cc32)cc1OC (stereo unspecified)	-4	5	-7	-4	3	3	-2	-1	2	3
CCOC(=O)[C@]12CCC=C1N(Cc1ccc3c(c1)OCO3)C(=O)[C@H](CC(=O)NCCc1ccccc1OC)C2	-3	5	-4	0	2	5	x	-2	-5	1
Cc1cc(Cl)ccc1OCc1nc(-c2ccc(O)cc2)n[nH]1	-9	0	-1	-11	2	3	-28	2	-21	4
COc1cccc(C(O)c2nc(-c3cc4ccccc4o3)cs2)c1 (stereo unspecified)	-8	2	-8	-3	2	3	x	1	-29	2
CN(C)C(/C=C/Nc1ccc(F)cc1F)=C(C#N)C#N	-2	-1	-1	-2	-2	7	5	0	-15	3
O=C(NCCCN1CCCCC1)c1ccc2c(c1)NC(=O)c1ccccc1S2	2	-2	-2	-3	2	-2	2	1	6	4
Cc1cc(C)c(S(=O)(=O)N(C)CC(=O)NC2CCCC2)c(C)c1	11	3	7	7	-4	1	3	-7	-3	0
C[C@@H]1CN([C@H](C)CO)C(=O)Cc2cc(NS(=O)(=O)c3ccc(F)cc3)ccc2O[C@H]1CN(C)Cc1ccc(C(=O)O)cc1	-4	-1	-7	3	24	2	5	-1	7	3

Screening data (PubChem)

Some of the compounds tested; count on the stated rates, not on these rows.
